High-throughput results deposited in PubChem BioAssay by several laboratories.
Dynein transport – blocks dynein driven cargo transport along microtubules; 3617.4 mouse cells, GR-EGFP nuclear translocation imaging; test concentration mostly 20 µM; stimulated with dexamethasone, 1 µM; active compounds read low; z-score, hits read low; 0.47% of 220,000 active; AID 1381;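 active means plate z-score of nuclear minus cytoplasmic receptor signal below a set negative limit, without overly bright fluorescence or cell loss, cut at about -3.5 in these data, passing the limit was not always enough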;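 further: z-score of nuclear minus cytoplasmic ring GR-EGFP intensity difference per well; some compounds called inactive have numbers as strong as hits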
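medium = tetracycline-free induction medium containing charcoal-stripped FBS | also added = 1.0 µM final dexamethasone stimulus | schedule = 48 h induction, 1 h compound, 30 min dex at 37 °C | technique = fixed, Hoechst-stained cells imaged at 10x for EGFP | measure = GR-EGFP nuclear translocation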
Autophagy HCS – modulators of autophagy | calls only at 10 µM (by protocol) | 0.98% of 190,000 active | MEF GFP-LC3 puncta imaging; test concentration mostly 10 µM;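 active means percentage of spot-positive cells more than 3 SD above its plate mean, without a fluorescence outlier flag or 80% toxicity; inconclusive means no clear call, values can overlap the other calls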;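 further: spot-positive cell cutoff set from DMSO-treated cells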
Ins promoter up – MIN6 insulin promoter up-regulation; 0.3% of 190,000 active; AID 1625; z-score at 5 µM; MIN6 insulin promoter-GFP reporter, high-content imaging; active compounds read high;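 active means z-score above 3 at 5 µM with at least 500 cells counted in the well; inconclusive means wells under 500 cells, flagged as cytotoxic or low count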
WT yeast gro inh – growth inhibition of WT yeast, mitochondrial fusion screen | mitochondrial fusion phenotypic screen, WT strain | inhibition, % at 10 µM | 2.1% of 190,000 active; in the data active means inhibition above about 58%; tested in S. cerevisiae
Yfh1-off respiration – enhancers of respiration in Yfh1-depleted yeast, dose response, Friedreich's ataxia, plus single-dose screen (AID 1465); fold induction at 50 µM; hits with a dose series show EC50 in µM; S. cerevisiae Yfh1-off respiration, WST-1 reduction, 72 h; higher fold induction means a stronger effect; 0.074% of 220,000 active;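 active means fold induction of absorbance versus untreated yeast above a set limit, then at least 30% activation at any dose in follow-up; inconclusive means repeats straddling the limit, or above it without dose testing; inactive means fold induction below the set limit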;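 further: activators that raise dye reduction in frataxin-depleted yeast; strong numbers were not always called active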
AID2073 – inhibitors of Mint1-CaV2.2 protein interaction, biochemical, HTRF (AID 2073); inhibition, % at 20 µM; hits with a dose series show IC50 in µM; 0.19% of 290,000 active; HTRF protein-protein interaction, Mint1-CaV2.2; higher % means a stronger effect; in the data active means inhibition mostly above about 51%, no sharp cut-off; inconclusive means no clear call, values can overlap the other calls; inactive means mostly below about 53%; further: some results filed as inactive read as strong as hits
MT stabilizer – microtubule stabilizers in HeLa cells. % tubulin-high responders, % at 10 µM. 0.83% of 200,000 active. HeLa tubulin immunostaining HCS, 24 h; share of cells brighter than vehicle mean+2SD;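 active means plate Z-score above 3 for both tubulin-high and condensed-nucleus cell shares, with cell loss under 80%, at 10 µM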;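 further: anti alpha tubulin signal scored within the nucleus-defined area of each cell; some results filed as inactive read as strong as hits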
bCat nuc transl – beta-catenin nuclear translocation modulation; HeLa beta-catenin nuclear translocation, immunofluorescence imaging; AID 1665; nuclear translocation activity, % at 5 µM; 0.3% of 190,000 active;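 active means nuclear translocation activity above 50% at 5 µM, with a well cell count of 50 or more; inconclusive means wells under 50 cells across six images, flagged as toxic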;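 further: per-cell ratio of nuclear to cytoplasmic median beta-catenin stain intensity; plate controls were DMSO negative control for no effect and GSK-3 inhibitor IX positive control for full effect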
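Test system: HeLa cells, endogenous beta-catenin; Compound: single 5 µM dose plus 0.02–20 µM confirmation series; Times: compound exposure 24 h at 37°C; Signal: fluorescence imaging of beta-catenin antibody stain plus DAPI; Read-out: % activation, nuclear-to-cytoplasmic median beta-catenin signal ratio per cell.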
HIV peptide binding – inhibitors of HIV fusion peptide binding, primary screen, biochemical, uHTS, fluorescence dequenching (AID 1986) | 0.3% of 290,000 active | inhibition, % at 20 µM, or IC50 in µM where a hit was titrated | cell-free peptide binding, fluorescence dequenching, 30 min; higher % means a stronger effect; in the data active means inhibition mostly above about 52%, no sharp cut-off; inactive means mostly below about 76%; further: some results filed as inactive read as strong as hits
WT yeast gro inh mutant strain – also measured in WT yeast gro inh; calls as there; inhibition, %; mitochondrial fusion phenotypic screen, mutant strain inhibition
Dynein transport cytoplasmic EGFP – also measured in Dynein transport; calls as there; z-score; measured here: cytoplasmic GR-EGFP intensity; active compounds read high
Dynein transport nuclear GR-EGFP – further read-out of Dynein transport, marked with its call; z-score; measured here: nuclear GR-EGFP intensity;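 lower value marks the stronger effect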
Dynein transport cell count – second read-out of Dynein transport, no call of its own (marks repeat the call); z-score; measured here: cell count per field
Ins promoter up cell count – recorded beside Ins promoter up, whose call it bears; cell count; measured here: cytotoxicity, nuclei count;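 total cells summed across four imaged fields per well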
bCat nuc transl cell count 5 µM – recorded beside bCat nuc transl, whose call it bears; cell count; measured here: cell count, cytotoxicity flag
MT stabilizer Hoechst-high % – further read-out of MT stabilizer, marked with its call; % Hoechst-high responders; measured here: nuclear condensation Hoechst responders;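 share of cells brighter than vehicle mean plus two SD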
MT stabilizer cytotoxicity % – also measured in MT stabilizer; calls as there; toxicity, %; measured here: cytotoxicity by cell density;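 0% = mean cell density of plate MIN control wells and 100% = no cells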
Autophagy HCS cell loss 18 h – further read-out of Autophagy HCS, marked with its call; toxicity, %; measured here: cell loss, nuclei count;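 cell loss after 18 h compound exposure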
Starred values were filed as active, the others as inactive; i = inactive; ? = inconclusive; / = no result given. Compounds were not picked by outcome. Share with any hit: about 4.2%.

SMILES	Dynein transport	Dynein transport cytoplasmic EGFP	Dynein transport nuclear GR-EGFP	Dynein transport cell count	Autophagy HCS	Autophagy HCS cell loss 18 h	Ins promoter up	Ins promoter up cell count	WT yeast gro inh	WT yeast gro inh mutant strain	Yfh1-off respiration	AID2073	MT stabilizer	MT stabilizer Hoechst-high %	MT stabilizer cytotoxicity %	bCat nuc transl	bCat nuc transl cell count 5 µM	HIV peptide binding
Cc1ccc(/C=C/C(=O)OCC(=O)NCCN2C(=O)CSC2=O)cc1	-1.3	-0.34	-0.64	-0.0093	i	-4	1.3	1177	-27	4	i	2%	3.2	2.1	11	-1.3	1073	-1.5%
Fc1ccc(N=c2ssnc2Cl)c(F)c1	-2.9	5.4	-0.64	-2.9	i	4	-0.45	1307	39	34	i	91%*	3.8	1.6	6.1	-2.0	1132	-1.2%
O=C(Nc1c2c(nc3c1CCC3)CCCC2)c1ccccn1	-0.66	-0.12	-0.62	1	i	-5	0.04	1374	-10	-9	i	-1%	1.4	4.1	5.0	-3.8	512	0.3%
Cc1cccc(C(=O)N[C@H](C(=O)OCC(=O)NC(=O)c2cccn2C)C(C)C)c1	-0.77	-0.34	-0.78	1.3	i	4	-0.3	1529	-4	-14	i	1%	2.7	3.9	2.3	-2.1	1130	0.8%
Cc1ccc(/C=N/N=C2/NC(=O)C(CC(=O)Nc3ccccc3)S2)o1 (stereo not drawn)	-0.56	-0.22	-0.21	0.7	i	8	/	/	4	9	i	8%	1.7	1.5	10	1.0	1062	0.1%
CCOP(=O)(OCC)C(Nc1ccc(OC)cc1)c1ccco1 (stereo not drawn)	-0.31	-0.12	-0.13	0.51	i	11	/	/	2	2	i	-9%	1.6	1.1	2.6	-1.8	565	2.6%
Cc1cccc(NC(=O)c2sc(NC(=O)COc3ccccc3)c(C#N)c2C)c1C	-0.62	-0.34	-0.48	1.2	i	1	0	1338	-7	-3	i	-8%	3.2	3.0	2.2	1.7	1020	3.0%
Cc1ccc2[nH]c3c(c2c1)CCC3=O	0.49	-0.14	0.44	-0.9	i	3	0.65	1453	-13	-19	i	22%	12	7.8	16	-1.0	671	0.3%
COc1ccc(C(=O)Nc2c(Cl)cc(Cl)cc2C(=O)NCc2ccco2)cc1	0.51	-0.26	0.24	-0.35	i	-5	/	/	3	1	i	7%	3.0	2.1	6.2	1.5	1075	0.8%
COc1ccc(CNC(=O)Cn2ncn3cccc3c2=O)cc1	0.23	-0.18	0.18	0.21	i	-16	0.29	1678	-1	-11	i	9%	2.2	2.3	5.5	-2.1	910	-0.7%

Next part, overlapping the part above by four compounds.
SMILES	Dynein transport	Dynein transport cytoplasmic EGFP	Dynein transport nuclear GR-EGFP	Dynein transport cell count	Autophagy HCS	Autophagy HCS cell loss 18 h	Ins promoter up	Ins promoter up cell count	WT yeast gro inh	WT yeast gro inh mutant strain	Yfh1-off respiration	AID2073	MT stabilizer	MT stabilizer Hoechst-high %	MT stabilizer cytotoxicity %	bCat nuc transl	bCat nuc transl cell count 5 µM	HIV peptide binding
Cc1cccc(NC(=O)c2sc(NC(=O)COc3ccccc3)c(C#N)c2C)c1C	-0.62	-0.34	-0.48	1.2	i	1	0	1338	-7	-3	i	-8%	3.2	3.0	2.2	1.7	1020	3.0%
Cc1ccc2[nH]c3c(c2c1)CCC3=O	0.49	-0.14	0.44	-0.9	i	3	0.65	1453	-13	-19	i	22%	12	7.8	16	-1.0	671	0.3%
COc1ccc(C(=O)Nc2c(Cl)cc(Cl)cc2C(=O)NCc2ccco2)cc1	0.51	-0.26	0.24	-0.35	i	-5	/	/	3	1	i	7%	3.0	2.1	6.2	1.5	1075	0.8%
COc1ccc(CNC(=O)Cn2ncn3cccc3c2=O)cc1	0.23	-0.18	0.18	0.21	i	-16	0.29	1678	-1	-11	i	9%	2.2	2.3	5.5	-2.1	910	-0.7%
CCN(CC)S(=O)(=O)c1ccc(C(=O)N(c2ccccc2)C2C=CS(=O)(=O)C2)cc1 (stereo not drawn)	0.27	-0.34	0.53	0.71	i	32	0.18	1612	0	-2	i	4%	5.1	1.7	3.6	-5.2	1113	-0.7%
COc1ccc(CC(C#N)(CO)c2nc3ccccc3[nH]2)cc1 (stereo not drawn)	-0.19	-0.24	-0.18	0.3	i	0	1.6	1335	4	-7	i	2%	5.9	5.8	0.7	-1.1	1072	-2.4%
Cc1cccc(Nc2nc(-c3ccccn3)cs2)n1	0.41	-0.22	-0.41	-0.89	i	-7	-1.2	1173	6	4	i	-2%	3.6	1.7	7.3	0.3	1001	-2.6%
CC(=O)c1ccc2noc(-c3cccc(C)c3)c2c1	-0.086	-0.3	-0.59	-0.36	i	-4	0.02	1312	-5	-9	i	8%	2.7	2.6	6.3	1.5	1084	19%
CCOC(=O)c1ccc(NC(=O)N2CCN(c3cccc(OC)c3)CC2)cc1	0.67	-0.23	0.61	-0.47	i	1	0.1	1567	2	1	i	-8%	5.6	3.2	9.6	-3.7	1017	-0.9%
CC/C(=N/Nc1ccccc1Cl)c1cnnc(-c2ccccc2)n1	-0.33	-0.26	0.14	0.25	i	-2	-0.46	1002	25	-4	i	7%	3.0	2.6	3.8	-0.5	1234	2.0%
COc1cccc(Cn2c(=S)[nH]c3ccc(N4CCOCC4)cc3c2=O)c1	-0.28	-0.15	0.26	-0.083	i	14	0.37	1314	-5	1	i	16%	2.9	3.0	7.8	/	/	3.6%
CCNC(=S)N1CCc2ccccc2C1	-0.97	0.42	-0.048	0.39	i	-4	-0.42	1461	-14	0	i	-8%	1.8	2.2	0.8	1.5	1009	-1.1%
Cc1cc2ncn(CCOc3ccccc3)c2cc1C	-0.72	-0.24	-0.97	1	i	-1	-0.82	1276	21	-12	/	14%	2.1	1.6	9.5	2.7	1360	-1.1%
COc1ccc(-c2cn3cc(C)ccc3n2)cc1F	1.7	-0.13	1	-1.6	i	-3	/	/	34	39	i	0%	1.7	2.5	7.1	0.8	1528	-1.0%
COc1ccc(CCNC(=O)CSc2ccc(-c3cccs3)nn2)cc1OC	1.4	-0.23	1.3	-0.99	i	-5	-0.15	1373	5	-11	i	5%	3.3	2.0	6.3	0.3	1148	1.8%
Cc1cc(-c2ccc(Cl)cc2)c(C#N)c(N)n1	-0.47	-0.28	-0.31	0.059	i	-5	/	/	8	-17	i	?	1.6	1.5	0.9	-12	1144	23%
Cc1nn(C)c2ncc(C(N)=O)c(Oc3cccnc3)c12	0.43	-0.2	0.24	-0.16	/	/	-0.34	1403	/	/	i	8%	/	/	/	-0.6	1136	0.4%
O=C1N/C(=C\c2ccsc2)C(=O)N1Cc1ccc(F)cc1	0.98	-0.29	0.22	-0.89	i	-2	-0.59	1319	5	-25	i	-4%	2.7	3.1	5.7	0.7	1059	-0.8%
CCc1ccc(-c2ccc(SCC(=O)NCC3CCCO3)nn2)cc1 (stereo not drawn)	-0.31	0.46	-0.057	0.47	i	13	0.16	1564	0	4	i	5%	3.6	1.8	4.3	-2.8	1035	-1.3%
CCOc1c(Cl)cc(C2NC(=O)NC(C)=C2C(=O)NCc2ccccc2)cc1OC (stereo not drawn)	-0.95	-0.28	-0.3	0.91	i	-5	/	/	3	6	i	0%	1.0	0.8	5.9	/	/	-2.6%
CCc1c(C)nc2ncnn2c1N1CCC(C(=O)Nc2ccc(C)cc2)CC1	-0.57	-0.25	0.029	0.076	i	-9	-5.2	609	-6	-1	i	?	3.4	2.7	2.4	-2.9	1128	1.0%
COc1ccc2[nH]c3c(NCCN(C(C)C)C(C)C)ncnc3c2c1	-0.43	-0.21	0.095	0.15	i	21	-2.9	899	12	8	i	6%	3.4	1.6	3.9	-1.7	1152	-0.9%
CC1(C)CC2CC(C)(CN2/C=C2/CCCCC2=O)C1 (stereo not drawn)	-0.12	-0.21	0.57	-0.46	/	/	0.22	1075	/	/	i	6%	/	/	/	0.6	1378	3.8%
Cn1c(=O)c2c(ncn2CC(O)CNc2ccc(Br)cc2)n(C)c1=O (stereo not drawn)	-0.72	-0.26	-0.32	0.85	i	4	-0.64	1236	22	15	i	15%	2.5	1.9	6.6	5.5	1159	-0.2%
O=C(Nn1cc(C(=O)Nc2ccc(F)cc2F)c2ccccc2c1=O)c1cnccn1	0.2	0.96	-0.24	-0.78	i	33	-0.69	1102	-12	-2	i	2%	3.2	2.3	5.5	/	/	-0.3%
Cc1ccc(NC(=O)COC(=O)[C@H](C)NC(N)=O)c(C)c1	0.68	-0.32	0.61	-0.48	i	2	-0.08	1282	-8	2	i	-4%	1.9	2.6	2.3	-4.3	1102	8.3%
Cc1cc(C(C)(C)C)cc(C)c1CC1=NCCN1	0.086	-0.25	0.5	0.21	i	16	/	/	-8	-10	i	6%	2.2	2.9	12	/	/	0.1%
CC1CN(C)C(c2ccccc2)C(C)C12NC(=O)NC2=O (stereo not drawn)	-0.2	-0.19	-0.23	0.5	i	2	-0.23	1051	-17	18	i	5%	3.3	1.5	2.5	0.0	823	-2.4%
CCCCOP(=O)(c1ccc(N(C)C)cc1)C(O)c1ccccc1F (stereo not drawn)	-0.55	-0.33	-0.05	0.71	i	-48	0.7	1097	-9	-4	i	16%	2.8	2.8	7.5	-2.1	793	2.5%
O=C(/C(=C\c1ccccc1)c1nc2ccccc2[nH]1)c1ccc(Cl)cc1	-2.4	-0.09	-1.3	0.45	i	20	-0.55	1150	50	74	i	8%	22*	18*	42*	0.9	1052	-1.3%
